Source: PubChem (several laboratories)
WT yeast gro inh: growth inhibition of WT yeast, mitochondrial fusion screen | AID 1362 | mitochondrial fusion phenotypic screen, WT strain | inhibition, % at 10 µM | hit rate 2.1% among 190,000; in the data active = inhibition above about 58%; tested in S. cerevisiae
RSV CPE inhibition: inhibition of RSV-induced cytopathic effect – HEp-2 cells, primary 10 µM value included (AID 2391); HEp-2 cells, RSV-induced CPE inhibition; higher % means a stronger effect; CPE inhibition, % at 10 µM; hits with a dose series show IC50 in µM; hit rate 0.13% among 310,000; in the data active = a potency from the dose series; inconclusive = CPE inhibition mostly from about 23% at the one dose, without a potency; inactive = the rest, 99 in 100 with CPE inhibition below about 21%; note: strong numbers were not always called active
GPR35 antagonists: GPR35 antagonists blocking zaprinast-driven arrestin recruitment, primary screen, imaging, U2OS, beta-arrestin-GFP, zaprinast agonist (AID 2058). hit rate 0.052% among 290,000. inhibition, % at 10 µM, or IC50 in µM where a hit was titrated. U2OS GPR35 beta-arrestin-GFP translocation imaging, zaprinast antagonism; higher % means a stronger effect;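 active = inhibition of at least 50% with at least 30 cells and total cytoplasm GFP at most 10,000,000; inconclusive = under 30 cells or total GFP of 10,000,000 plus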
LYP inhibition: PTPN22 lymphoid phosphatase activity blockers – biochemical, fluorescence intensity, uHTS (AID 1779); recombinant LYP phosphatase, fluorescence intensity; higher % means a stronger effect; inhibition, % at 11.5 µM, or IC50 in µM where a hit was titrated; hit rate 0.054% among 290,000; in the data active = inhibition above about 50%;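 note: plate controls were vehicle with enzyme for no effect and no enzyme for full effect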
NS5 inhibitors: Dengue-2 NS5 methyltransferase inhibitors, primary screen, biochemical, confirmation dose response (AID 588689). Dengue-2 NS5 methyltransferase capping enzyme assay, biochemical; higher % means a stronger effect. inhibition, % at 25 µM, or IC50 in µM where a hit was titrated. hit rate 0.3% among 340,000; in the data active = a potency from the dose series; inconclusive = inhibition above about 29% without an active follow-up result
Autophagy mod: modulators of autophagy. hit rate 0.98% among 190,000. MEF GFP-LC3 puncta imaging; test concentration mostly 10 µM. calls only at 10 µM (by protocol);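 active = percentage of spot-positive cells more than 3 SD above its plate mean, without a fluorescence outlier flag or 80% toxicity; inconclusive = no clear call, values can overlap the other calls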;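 note: spot-positive cell cutoff set from DMSO-treated cells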
NTR1 ag: NTR1-driven beta-arrestin-GFP spot formation – imaging, U2OS cells, high content, primary screen (AID 493036) | P30989 | agonist mode | activation, % at 20 µM | hit rate 0.17% among 330,000;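 active = activation at or above 40% of the spot to cytoplasm intensity ratio, with at least 20 cells analyzed; inconclusive = wells under 20 cells, flagged as cytotoxic or low count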;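 note: 0% = DMSO without peptide and 100% = 100 nM NTR1 peptide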
Target sequence (P30989 whole entry, looked up): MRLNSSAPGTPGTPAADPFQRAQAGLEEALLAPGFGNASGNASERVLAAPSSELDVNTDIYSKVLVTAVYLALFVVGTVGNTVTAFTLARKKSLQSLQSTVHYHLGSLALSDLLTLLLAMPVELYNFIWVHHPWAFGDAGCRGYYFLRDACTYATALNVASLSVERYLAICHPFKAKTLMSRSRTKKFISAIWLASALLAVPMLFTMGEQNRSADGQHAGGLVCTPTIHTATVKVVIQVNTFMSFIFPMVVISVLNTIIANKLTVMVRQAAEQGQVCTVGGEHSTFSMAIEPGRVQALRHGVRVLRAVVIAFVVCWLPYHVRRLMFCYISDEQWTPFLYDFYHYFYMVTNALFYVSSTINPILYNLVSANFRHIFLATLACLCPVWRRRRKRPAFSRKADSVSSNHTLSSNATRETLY
AID2073: disruptors of CaV2.2 binding to Mint1 – biochemical, HTRF (AID 2073) | HTRF protein-protein interaction, Mint1-CaV2.2; higher % means a stronger effect | inhibition, % at 20 µM; hits with a dose series show IC50 in µM | hit rate 0.19% among 290,000; in the data active = inhibition mostly above about 51%, no sharp cut-off; inconclusive = no clear call, values can overlap the other calls; inactive = mostly below about 53%; note: some results filed as inactive read as strong as hits
K1F lysis inhibition: inhibition of K1F phage lysis, E. coli UTI89, bacterial capsule biogenesis inhibitors, alamar blue (AID 488966) | inhibition, % at 100 µM; hits with a dose series show IC50 in µM | E. coli UTI89 K1F phage lysis, alamar blue, 2 h; higher % means a stronger effect | hit rate 0.02% among 340,000;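 active = phage lysis inhibition, versus mean bacterial control, above a set limit; inconclusive = no clear call, values can overlap the other calls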;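 note: capsule biogenesis inhibitors block K1F phage lysis so surviving cells raise fluorescence; higher fluorescence means more inhibition of phage lysis; actives were called in the ten point dose series up to 300 µM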
WT yeast gro inh mutant strain: also measured in WT yeast gro inh; calls as there; inhibition, %; mitochondrial fusion phenotypic screen, mutant strain inhibition
Autophagy mod cell loss 18 h: further read-out of Autophagy mod, marked with its call; toxicity, %; measured here: cell loss, nuclei count;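 cell loss after 18 h compound exposure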
NTR1 ag cell count 20 µM: recorded beside NTR1 ag, whose call it bears; cell count; measured here: cell count, cytotoxicity flag
NS5 inhibitors pilot replicate: also measured in NS5 inhibitors; calls as there; inhibition, %; measured here: pilot screen replicate inhibition
Starred values were filed as active, the others as inactive; i = inactive; ? = inconclusive; . = no result given; [ ] = dose if it differs, or a comment.

SMILES	WT yeast gro inh	WT yeast gro inh mutant strain	RSV CPE inhibition	GPR35 antagonists	LYP inhibition	NS5 inhibitors	Autophagy mod	Autophagy mod cell loss 18 h	NTR1 ag	NTR1 ag cell count 20 µM	AID2073	K1F lysis inhibition	others
CCOC(=O)Cn1c(N)c(C(=O)OC)sc1=S	-15	-42	-1.3%	12%	10%	2%	i	9	1.9	59	-40%	-1.5%
Cc1ccc(C(=O)NCC(=O)OC(C)C(=O)NC2CCCc3ccccc32)cc1 (centres undefined)	.	.	1.1%	.	.	-4%	.	.	0.2	63	.	0.1%[50 µM]
CCc1ccccc1N(CC(=O)NC1CCCC1)C(=O)CNC(=O)c1cccs1	.	.	3.4%	6%	-8%	-3%	.	.	0.0	50	16%	-0.2%
CN(C)CCCNCCCNC(=O)c1ccccn1	-11	-4	2.0%	1%	-4%	-1%	i	-6	0.0	50	48%	2.5%
CCOC(=O)c1sc2nc(C)nc(NCc3ccc(Cl)cc3)c2c1C	.	.	9.4%	11%	-4%	-5%	.	.	3.4	96	14%	0.0%
CSc1ncccc1C(=O)NNC(=O)c1ccc(NS(=O)(=O)c2cccs2)cc1	.	.	0.1%	.	.	-7%	.	.	-0.5	46	.	1.1%[50 µM]
COc1ccc(CN2CCN(Cc3c[nH]c4ccccc34)CC2)cc1	.	.	-2.0%	10%	-7%	-8%	.	.	-0.1	93	8%	-0.2%
CCC(=O)Oc1ccc2c(C)cc(=O)oc2c1C(=O)CC	.	.	.	11%	-11%	.	.	.	1.0	51	21%	.
Cc1ccc(C(=O)N2CCN(c3ccc([N+](=O)[O-])c(NCc4ccco4)c3)CC2)cc1	5	12	13%	-10%	0%	-1%	i	-2	3.9	50	1%	-0.1%
Cc1ccc(N(CC(O)CN2C(=O)NC(C)(C)C2=O)S(=O)(=O)c2ccc([N+](=O)[O-])cc2)cc1 (centres undefined)	.	.	2.1%	25%	-8%	1%	.	.	1.4	56	9%	-0.1%
CCOC(=O)C1CCN(C(=O)CSc2nc3ncccc3[nH]2)CC1	.	.	5.3%	-2%	-9%	-2%	.	.	0.2	78	-5%	3.1%
CCOC(=O)c1c(C)n(C)c2ccc(OCC(O)Cn3nc(C)cc3C)cc12 (centres undefined)	-25	-28	7.3%	9%	0%	-1%	i	-7	2.7	84	10%	-0.6%	NS5 inhibitors pilot replicate=-5.6
O=C1c2ccccc2C(Nc2ccc3c(c2)OCO3)N1Cc1ccc2c(c1)OCO2 (centres undefined)	13	-2	14%	0%	-5%	1%	.	.	0.3	87	-45%	5.3%
COc1cc(C)ccc1OCCOCCN(C)Cc1ccccc1	10	11	-1.0%	11%	-8%	4%	i	-17	-1.5	30	0%	2.5%
O=C(O)Cc1ccc2c(c1)N(S(=O)(=O)c1cccs1)CC(C(=O)O)O2 (centres undefined)	.	.	0.2%	-3%	-5%	3%	.	.	1.7	60	4%	1.1%
COc1ccc(C2c3c(-c4ccccc4O)n[nH]c3C(=O)N2Cc2ccco2)cc1OC (centres undefined)	.	.	2.2%	1%	-2%	-4%	.	.	2.5	59	-3%	0.2%
NS(=O)(=O)c1ccc(CCNC(=O)CCCCCn2c(=S)[nH]c3ccc(Br)cc3c2=O)cc1	2	7	-1.2%	11%	3%	-11%	i	-6	2.1	48	43%	-0.2%
Cc1noc(C)c1C(=O)Nc1c(F)cc(F)cc1Br	-10	-8	-0.8%	-10%	1%	-2%	i	-4	-0.4	44	-2%	0.2%
O=C(O)CN1C(=O)/C(=C\c2ccccc2OCc2ccc(F)cc2)SC1=S	.	.	1.0%	-16%	-2%	43µM*	.	.	2.1	89	-6%	0.1%
CCn1c(SCC(N)=O)nc2c(c1=O)C1(CCCC1)Cc1ccccc1-2	9	-1	7.2%	-3%	-3%	-4%	i	-3	3.4	50	?	-0.3%
CC#CC[N+](C)(C)CCCCCCCCCCCC	83*	70*	4.2%	3%	-4%	-17%	i	22	0.7	82	-3%	4.8%
COc1ccc(Cl)cc1C(=O)NNC(=O)CN1C(=O)C2CC=CCC2C1=O (centres undefined)	-6	-6	-0.2%	10%	-2%	-2%	i	-4	1.6	38	37%	-0.2%
O=S(=O)(N/N=C\C=C\c1ccccc1)c1ccc(Cl)cc1	16	2	-1.1%	10%	5%	-11%	i	-24	2.0	62	16%	-1.1%
CCCc1cc(C(=O)Cc2ccc(F)cc2)c(O)cc1O	82*	41*	8.6%	-6%	4%	3%	i	3	8.3	61	11%	-0.8%

The final two records of the section before come first, to join the parts:
SMILES	WT yeast gro inh	WT yeast gro inh mutant strain	RSV CPE inhibition	GPR35 antagonists	LYP inhibition	NS5 inhibitors	Autophagy mod	Autophagy mod cell loss 18 h	NTR1 ag	NTR1 ag cell count 20 µM	AID2073	K1F lysis inhibition	others
O=S(=O)(N/N=C\C=C\c1ccccc1)c1ccc(Cl)cc1	16	2	-1.1%	10%	5%	-11%	i	-24	2.0	62	16%	-1.1%
CCCc1cc(C(=O)Cc2ccc(F)cc2)c(O)cc1O	82*	41*	8.6%	-6%	4%	3%	i	3	8.3	61	11%	-0.8%
COc1ccc(C(=O)COC(=O)c2sc(C)nc2C)cc1OC	.	.	0.5%	.	.	-6%	.	.	0.1	81	.	1.1%[50 µM]
CCOc1ccc(NC(=O)CCSc2ccc(C)cc2)cc1	2	-14	7.8%	-7%	-6%	-4%	i	-15	-1.5	70	14%	2.1%
OC(COCc1ccc(Cl)cc1)CN1CCN(CC(O)COCc2ccc(Cl)cc2)CC1 (centres undefined)	58*	57*	11%	-8%	0%	-4%	i	19	0.0	77	-4%	-0.1%
N#CCCN1CCN(S(=O)(=O)c2ccc(C3CCCCC3)cc2)CC1	.	.	1.0%	.	.	-4%	.	.	-1.5	49	.	1.6%[50 µM]
CN(C(=O)COC(=O)C12CC3CC(CC(Cl)(C3)C1)C2)C1(C#N)CCCCC1	.	.	0.3%	.	.	-7%	.	.	0.8	66	.	-0.4%
COc1ccc2[nH]c(=O)c(-c3nnn(-c4ccc(F)cc4)n3)cc2c1	.	.	19%	.	.	7%	.	.	-0.3	55	.	-0.1%
O=C(CCN1C(=O)/C(=C\c2cccs2)SC1=S)Nc1ccc(C(=O)O)cc1	.	.	1.5%	-9%	-7%	-11%	.	.	0.6	61	2%	-0.8%[50 µM]
COc1ccc(Cl)cc1NC(=O)CCCN1C(=O)CCC1=O	2	2	1.0%	16%	-2%	-4%	i	-7	-0.1	70	-11%	1.5%
CSc1nc(N)nc(SCC(=O)Nc2ccc(Cl)cc2)c1C#N	14	-12	14%	21%	-2%	-9%	i	7	26	66	-4%	7.9%
COCC(=O)n1nc(-c2ccccc2)nc1NCc1ccccc1	12	5	.	16%	-2%	0%	i	19	1.2	28	-2%	-0.9%
Cc1cc(S(=O)(=O)NCC(C)C)ccc1OCC(=O)NCC1CCCO1 (centres undefined)	-19	8	0.6%	2%	-6%	-1%	i	4	-0.2	44	-7%	4.5%
Cc1ccc(Cl)cc1NC(=O)CN1CCN(S(=O)(=O)N2CCC(C)CC2)CC1	.	.	9.8%	10%	-7%	5%	.	.	1.0	55	0%	0.1%

Reprinted at random: 2 records from the list, in no set order.
SMILES	WT yeast gro inh	WT yeast gro inh mutant strain	RSV CPE inhibition	GPR35 antagonists	LYP inhibition	NS5 inhibitors	Autophagy mod	Autophagy mod cell loss 18 h	NTR1 ag	NTR1 ag cell count 20 µM	AID2073	K1F lysis inhibition	others
COc1ccc2[nH]c(=O)c(-c3nnn(-c4ccc(F)cc4)n3)cc2c1	.	.	19%	.	.	7%	.	.	-0.3	55	.	-0.1%
COc1ccc(C(=O)COC(=O)c2sc(C)nc2C)cc1OC	.	.	0.5%	.	.	-6%	.	.	0.1	81	.	1.1%[50 µM]

Next section:
SMILES	WT yeast gro inh	WT yeast gro inh mutant strain	RSV CPE inhibition	GPR35 antagonists	LYP inhibition	NS5 inhibitors	Autophagy mod	Autophagy mod cell loss 18 h	NTR1 ag	NTR1 ag cell count 20 µM	AID2073	K1F lysis inhibition	others
CCCc1cc(=O)n2[nH]c(NCc3ccc(OC)c(OC)c3)nc2n1	8	8	0.0%	-11%	-7%	-3%	i	18	-0.7	52	-3%	-0.8%
O=C(N/N=C/c1cc([N+](=O)[O-])ccc1O)c1ccncc1	.	.	0.3%	-2%	0%	-1%	.	.	-0.8	48	12%	0.8%[50 µM]
C/C(=N\Nc1ccc([N+](=O)[O-])cc1)c1cccc(N)c1	12	37	39%	2%	-6%	-16%	i	17	-0.3	60	6%	0.1%
COc1cccc(NC(=S)NC(=O)Cc2ccc(Cl)cc2)c1	.	.	0.7%	-3%	-8%	-4%	.	.	20	54	5%	0.2%
Cc1nn(-c2ccccc2)c(C)c1NC(=O)COC(=O)CCc1ccccc1	.	.	1.2%	1%	-2%	-7%	.	.	0.9	58	-2%	0.0%[50 µM]
Oc1ccc(Oc2ncc(Cl)cc2Cl)cc1	3	1	6.0%	0%	-2%	0%	i	-1	0.6	82	-1%	0.0%
CC(=O)Nc1ccc(NC(=O)/C=C/c2ccc(Cl)cc2)cc1	-4	-13	3.0%	8%	-6%	-1%	i	7	-0.9	48	31%	0.5%
CCn1c(SCC(=O)NC)nnc1C(C)C	-14	-19	0.7%	16%	-4%	5%	i	-1	-1.5	54	10%	2.5%
COc1cccc(C2=NOC(C(=O)N3CCOCC3)C2)c1 (centres undefined)	3	0	0.9%	-8%	-2%	-6%	i	-10	-0.1	67	-1%	8.1%
O=C(CCNC(=O)c1ccccc1Cl)NCc1ccco1	.	.	-0.2%	.	.	0%	.	.	0.3	72	.	0.1%[50 µM]
CCN1CCN(c2cc(C)c3cc(NC(=O)c4ccccc4F)ccc3n2)CC1	-7	6	.	4%	-3%	.	i	-1	.	.	0%	.
CCCC(C)c1nnc(NC(=O)CCS(=O)(=O)c2ccccc2)s1 (centres undefined)	.	.	2.5%	7%	-5%	-2%	.	.	0.7	53	-6%	0.1%
COc1ccc(NC(=O)NCCCN2CCN(c3cc(C)ccc3C)CC2)cc1	16	7	2.8%	-1%	0%	-19%	i	16	6.7	50	3%	3.8%
Cc1onc(-c2ccccc2)c1C(=O)OCc1nnc(-c2ccc([N+](=O)[O-])cc2)o1	.	.	0.3%	.	.	2%	.	.	0.8	43	.	0.2%[50 µM]
Cc1ccccc1NS(=O)(=O)c1ccc(NS(=O)(=O)c2cccs2)cc1	.	.	0.9%	6%	-12%	-2%	.	.	3.2	56	2%	-0.4%
Cc1cc(NC(=O)NC(C(F)(F)F)C(F)(F)F)no1	0	1	3.1%	3%	-3%	-1%	i	18	0.0	73	-15%	0.6%
